NR2E3 ag-1: activates human NR2E3 receptor | 360,000 compounds, 0.35% hits | CHO-S Gal4-NCOR/VP16-NR2E3 two-hybrid, luciferase | AID 602229 | inhibition of corepressor binding, % at 3.98 µM;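 active = inhibition above the mean of all tested compounds plus 3 SD, cut at about 70% in these data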;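 note: 0% = DMSO with NR2E3 transfected cells and 100% = cells lacking NR2E3 construct; higher means lower luciferase signal from less NR2E3 corepressor binding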
MITF TRPM1 inh: inhibitors of MITF-driven TRPM1 promoter in melanoma cells; SK-MEL-5 TRPM1 promoter luciferase, 24 h; 330,000 compounds, 0.83% hits; inhibition, % at 12.5 µM;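 active = mean inhibition across replicates of 60% or more, whatever share of single replicates reaches that level; inconclusive = some that reach 60%, reason not given; inactive = mean inhibition across replicates below 60%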; note: values of inactives mirror those of a sister screen read the other way
CaV13 ICDI inh: Primary screen for inhibitors of IQ motif and Ca2+-dependent inactivation inhibitor domain binding in CACNA1D, Förster resonance energy transfer in living cells, … | inhibition, % at 12.3 µM | 340,000 compounds, 0.098% hits | HEK cells, CFP/YFP FRET ICDI-IQ, plate reader, 10 min; percent FRET-ratio fall versus neutral wells;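 active = mean replicate inhibition of at least 30% and at least 1% of replicates passing that level; inconclusive = only one of the two criteria is met; inactive = neither criterion is met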;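 note: 0% = median of the neutral control wells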
PDI inh: inhibitors of human protein disulfide isomerase; PDI insulin aggregation turbidity, A650, 90 min; inhibition, % at 10 µM; 350,000 compounds, 0.052% hits; AID 588391;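 active = mean inhibition across replicates of 30% or more, whatever share of single replicates reach that level; inconclusive = mean inhibition below 30% while every single replicate reaches 30%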;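 note: absorbance from insulin aggregation driven by PDI reduction with DTT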
Target sequence (P07237 whole entry, looked up): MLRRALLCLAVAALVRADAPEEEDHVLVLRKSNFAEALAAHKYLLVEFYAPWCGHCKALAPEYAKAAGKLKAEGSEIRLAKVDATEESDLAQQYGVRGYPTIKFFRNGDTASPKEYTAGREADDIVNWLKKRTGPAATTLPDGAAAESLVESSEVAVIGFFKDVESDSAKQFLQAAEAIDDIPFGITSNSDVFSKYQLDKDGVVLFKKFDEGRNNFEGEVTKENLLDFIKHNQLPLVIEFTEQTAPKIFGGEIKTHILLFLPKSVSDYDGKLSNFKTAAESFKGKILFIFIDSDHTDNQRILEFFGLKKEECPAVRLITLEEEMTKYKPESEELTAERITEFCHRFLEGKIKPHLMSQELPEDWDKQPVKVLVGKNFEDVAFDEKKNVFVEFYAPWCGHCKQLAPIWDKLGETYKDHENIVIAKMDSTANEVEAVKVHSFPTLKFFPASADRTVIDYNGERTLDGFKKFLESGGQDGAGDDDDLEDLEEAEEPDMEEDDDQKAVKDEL
Peg3 promoter: Peg3 promoter activity inhibition; HeLa PEG-Prom luciferase reporter, luminescence, overnight; inhibition, % at 20 µM; 360,000 compounds, 1.7% hits;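 active = inhibition of at least 50% at 20 µM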
iPSC survival up: hiPSC single-cell survival enhancement; survival enhancement, % at 20 µM; ATPlite luminescence; 100% = ROCK inhibitor wells, 0% = DMSO; 360,000 compounds, 0.044% hits; in the data active = survival enhancement above about 18%;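 note: cells exposed to compounds for 16 hours before the ATP read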
HIF-2a block: HIF-2a inhibition; 786-0 RCC cells HIF-2a reporter, luciferase luminescence, overnight; inhibition, % at 18.8 µM; 360,000 compounds, 0.72% hits; AID 624352;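 active = inhibition of the luminescence signal of 40% or more relative to plate controls, in a single-dose primary screen at 18.75 µM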
NR2E3 ag-2: NR2E3 (human) agonism. Q9Y5X4. GST-NR2E3/biotin-RetCOR TR-FRET, 1536-well. inhibition of corepressor binding, % at 4.78 µM. 320,000 compounds, 0.12% hits. AID 2300;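 active = percent inhibition above the cutoff of mean plus 3 SD of all tested compounds, set per screening campaign, cut at about 20% in these data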;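 note: 0% = DMSO wells and 100% = biotin wells as full block of FRET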
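Material: NR2E3–RetCOR corepressor complex | Quantity: 1.35 nM GST-tagged NR2E3 final | Schedule: 5 h at 4 °C | Replication: Singlicate compound wells | Reagent: RetCOR corepressor, biotinylated, 7 nM | Controls: Biotin wells as high control, 0.6% DMSO wells as low control | Signal: TR-FRET, Eu(K)-anti-GST donor, streptavidin-D2 acceptor, ex 340, em 617/671 nm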
m5-HT2A agonist: mouse HTR2A agonism via beta-arrestin recruitment. P35363. CHO-K1 mHTR2A beta-arrestin complementation, luminescence; percent of 30 µM serotonin response. activation, % at 7.6 µM. 360,000 compounds, 0.66% hits. AID 624169;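 active = activation above a run cutoff, the mean activation of all tested compounds plus 3 SD, cut at about 14% in these data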;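 note: 0% = plate median of compound wells and 100% = 30 µM serotonin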
Target sequence (P35363 whole entry, looked up): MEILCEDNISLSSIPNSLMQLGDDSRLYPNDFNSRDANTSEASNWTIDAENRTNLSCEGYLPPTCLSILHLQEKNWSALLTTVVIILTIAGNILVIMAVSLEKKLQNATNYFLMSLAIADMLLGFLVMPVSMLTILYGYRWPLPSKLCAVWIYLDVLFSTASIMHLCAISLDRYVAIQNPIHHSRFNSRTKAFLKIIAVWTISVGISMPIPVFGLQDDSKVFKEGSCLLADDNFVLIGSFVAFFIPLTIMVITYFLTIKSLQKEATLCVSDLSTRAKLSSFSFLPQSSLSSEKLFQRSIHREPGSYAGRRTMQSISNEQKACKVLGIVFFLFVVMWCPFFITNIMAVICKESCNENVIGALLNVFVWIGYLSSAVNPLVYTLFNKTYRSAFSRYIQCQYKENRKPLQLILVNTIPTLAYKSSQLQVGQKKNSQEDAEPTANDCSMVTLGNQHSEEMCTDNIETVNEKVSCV
Shn3 3UTR inh: Schnurri-3 reporter inhibition in Clone20 osteoblasts | inhibition, % at 12.5 µM | AID 588674 | Clone20 osteoblast Shn3 3'UTR firefly luciferase, 24 h | 360,000 compounds, 0.52% hits;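 active = mean inhibition of at least 75% with every replicate also reaching 75%; inconclusive = mean inhibition at least 75% but some replicate below; inactive = mean inhibition below 75%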;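 note: 0% = median of neutral control wells and 100% = pilot-screen positive control compound; some compounds past the cut are filed as inactive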
Cardio protect: modulators protecting cardiomyocytes from myocardial damage | H9c2 cardiomyocytes, H2O2 injury protection, ATPLite, 2 h | protection from H2O2 cell death, % at 20 µM | 360,000 compounds, 0.63% hits;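 active = compounds giving at least 50% protection of heart cells from peroxide-induced death in the single-dose screen, raw or plate-pattern-corrected value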;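 note: 0% = DMSO wells with peroxide and 100% = DMSO wells without peroxide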
Active calls of the source: *; ? = inconclusive; / = not tested or not shown.

cpd	mol	NR2E3 ag-1	MITF TRPM1 inh	CaV13 ICDI inh	PDI inh	Peg3 promoter	iPSC survival up	HIF-2a block	NR2E3 ag-2	m5-HT2A agonist	Shn3 3UTR inh	Cardio protect
1	CC(C)NC(=O)COC(=O)C1CSC2(c3ccc(Br)cc3)CCC(=O)N12 (stereo not drawn)	11	5	-4	-4	3	2.3	13	-3	-1	7	12
2	O=[N+]([O-])c1ccccc1S(=O)(=O)NCCC1=CCCCC1	-2	-1	-4	8	-17	-0.3	-21	-2	-4	-19	-12
3	CN(CC(=O)Nc1ccc(F)cc1)C(=O)COc1ccccc1Cc1ccccc1	19	10	-5	-5	27	-0.2	20	1	-8	7	-6
4	CN1/C(=C\C(=O)COC(=O)CNC(=O)c2ccc3ccccc3c2)C(C)(C)c2ccccc21	-1	8	-4	15	7	-1.6	24	3	5	27	-28
5	CSc1ccccc1NC(=O)c1ccc(Cl)s1	-29	-5	-8	-9	-40	-1.9	-71	-1	-3	2	0
6	O=C(c1ccc(Cl)c([N+](=O)[O-])c1)N1CCCc2ccccc21	-16	-11	-20	-2	-12	-0.5	-69	3	1	-10	-4
7	O=C(Oc1cccc(NC(=O)c2ccccc2Cl)c1)c1ccc([N+](=O)[O-])cc1	-40	-28	-5	1	-99	0.3	-93	2	-1	-21	-3
8	CCCCCC(NC(=O)C1CCN(C(=O)[C@@H](NS(=O)(=O)c2ccc(C)cc2)C(C)C)CC1)C(=O)O (stereo partly drawn)	13	-15	/	/	5	-2.2	-1	-1	-1	-2	-2
9	N=c1c(C(=O)NC2CCCC2)cc2c(=O)n3ccccc3nc2n1CCN1CCOCC1	0	0	-4	4	-9	-1.2	9	1	0	/	9
10	O=c1c2cnn(-c3ccccc3)c2nc(-c2cccs2)n1-c1ccc(Br)cc1	-32	1	/	-4	-59	0.7	-75	-1	-2	2	-8
11	Fc1ccccc1SCc1nnc(-c2ccccc2Br)o1	-145	-34	-7	4	-149	-0.3	-90	-1	0	-45	-9
12	CC(=O)NC(C)CCc1ccccc1 (stereo not drawn)	12	6	-4	4	10	-0.5	-16	-1	2	-15	-1
13	O=C(/C=C/c1ccco1)N(Cc1ccccc1F)C1CCS(=O)(=O)C1 (stereo not drawn)	6	-9	-3	7	4	-0.3	-1	1	-2	-9	-4
14	COc1ccc(CNC(=O)COC(=O)CCOc2ccccc2)cc1	-9	7	-2	0	6	0.3	8	-1	0	13	2
15	CCOc1ccccc1OCC(=O)OCC(=O)c1c(N)n(CC(C)C)c(=O)n(C)c1=O	-13	/	-6	-5	10	-0.4	1	1	8	40	-16

An excerpt of these results, screen by screen:
10. O=c1c2cnn(-c3ccccc3)c2nc(-c2cccs2)n1-c1ccc(Br)cc1
8. CCCCCC(NC(=O)C1CCN(C(=O)[C@@H](NS(=O)(=O)c2ccc(C)cc2)C(C)C)CC1)C(=O)O (stereo partly drawn)
13. O=C(/C=C/c1ccco1)N(Cc1ccccc1F)C1CCS(=O)(=O)C1 (stereo not drawn)
entry no.,10,8,13
NR2E3 ag-1,-32,13,6
MITF TRPM1 inh,1,-15,-9
CaV13 ICDI inh,/,/,-3
PDI inh,-4,/,7
Peg3 promoter,-59,5,4
iPSC survival up,0.7,-2.2,-0.3
HIF-2a block,-75,-1,-1
NR2E3 ag-2,-1,-1,1
m5-HT2A agonist,-2,-1,-2
Shn3 3UTR inh,2,-2,-9
Cardio protect,-8,-2,-4

Following part:
cpd	mol	NR2E3 ag-1	MITF TRPM1 inh	CaV13 ICDI inh	PDI inh	Peg3 promoter	iPSC survival up	HIF-2a block	NR2E3 ag-2	m5-HT2A agonist	Shn3 3UTR inh	Cardio protect
16	CC(C)NC(=S)N/N=C1\CCCCc2ccccc21	12	1	6	9	12	-1.7	9	-1	-5	7	1
17	Cc1noc(-c2ccccc2)c1NC(=O)Nc1ccc2nc([C@H]3C[C@H](O)[C@@H](CO)O3)[nH]c2c1	-9	/	16	0	-6	2.3	4	/	1	-2	-2
18	Cc1csc2c(=O)[nH]cnc12	13	-2	-1	-2	-20	1.2	16	0	10	1	9
19	O=C(CCN=C1NS(=O)(=O)c2ccccc21)OCc1ccccc1	16	-6	-2	-2	-8	-0.4	5	-1	-6	5	3
20	CSc1nc2ccc(S(N)(=O)=O)cc2s1	2	-11	-2	-1	11	-0.4	2	0	1	7	1
21	O=C(CCNS(=O)(=O)c1ccc(Cl)cc1)NCc1ccccn1	-21	-3	-9	-7	2	-2.2	9	-2	1	19	-2
22	COc1ccc(C2=NN(C(=O)c3ccccc3)C(c3ccc(OC)c(OC)c3)C2)c(OC(C)=O)c1 (stereo not drawn)	7	5	-5	-3	-4	3.0	2	0	-9	13	-4
23	Cc1ccc(NC(=O)CSc2nnc(-c3ccccn3)n2C)cc1	-5	-6	-5	3	0	-2.0	2	1	6	10	0
24	O=C(NCC(c1cccnc1)N1CCN(c2ccc(F)cc2)CC1)c1ccccc1 (stereo not drawn)	-16	-3	/	4	11	2.4	16	1	-6	14	5
25	C/C=C/C(=O)Nc1cccc(C2=NOC3(C2)C[C@@H](C(N)=O)N(C(=O)/C(C)=C/C)C3)c1 (stereo partly drawn)	-1	-5	-4	-2	10	4.2	6	3	0	-4	5
26	CCOc1ccc(-n2c(SCc3nc(-c4cccs4)no3)nnc2-c2ccncc2)cc1	-18	15	-5	4	-26	3.2	-8	4	29*	7	16
27	C=CC[C@@H](CC(=O)NCCO)C(=O)N[C@H](COC(=O)[C@@H](CC=C)Cc1ccc(F)cc1)Cc1c[nH]c2ccccc12	-14	0	-2	?	1	2.7	3	/	3	3	30
28	COc1cccc(C(=O)OCC(=O)NC23CC4CC(CC(C4)C2)C3)c1	2	3	-6	-4	-11	1.7	10	/	-2	-2	-2
29	COc1ccccc1N1CCN(C(=O)C(C)NC(=O)c2cccc([N+](=O)[O-])c2)CC1 (stereo not drawn)	-12	-6	-8	7	21	-0.7	12	0	-2	9	-1
30	Cc1cc(C)cc(N(CCC(=O)O)S(=O)(=O)c2ccc(Cl)cc2)c1	-13	5	-3	2	6	1.2	4	-3	4	-9	6

The list goes on:
Results follow in this order: NR2E3 ag-1, MITF TRPM1 inh, CaV13 ICDI inh, PDI inh, Peg3 promoter, iPSC survival up, HIF-2a block, NR2E3 ag-2, m5-HT2A agonist, Shn3 3UTR inh, Cardio protect
31: Cc1cccc(NC(=O)Cc2ccc(NC3=NC4CS(=O)(=O)CC4S3)cc2)c1 (stereo not drawn)
→ -17, /, -6, /, -5, 0.5, 2, 5, -2, -14, -4
32: N#CCC(=O)Nc1ccc(C(=O)OCC(=O)Nc2cc(-c3ccccc3)nn2-c2ccccc2)cc1
→ -3, /, -5, -5, 3, -1.7, -10, /, 0, 8, 38
33: Cc1ccc2[nH]c(=O)c(CN(CCCN(C)C)C(=O)Nc3cccc(Cl)c3)cc2c1
→ -4, 59, -7, 8, 43, -4.3, -17, -2, -8, 8, -2
34: N#Cc1cccc(NC(=O)c2cc(C3CCCCN3C(=O)c3ccc4c(c3)CCO4)on2)c1 (stereo not drawn)
→ -37, /, -9, 3, 7, -2.7, 8, /, 3, -31, 4
35: O=C(Nc1ccc(F)cc1)N1CCN(c2ccc3nnc(-c4ccc(F)cc4)n3n2)CC1
→ -36, -19, -6, -7, 35, 4.8, 9, -1, 4, -10, 50
36: O=C(COC(=O)c1ccc([N+](=O)[O-])o1)NCc1ccc2c(c1)OCO2
→ -15, 4, -6, 0, -5, 14, 5, /, 4, -2, 37
37: C=CCSc1nnc(NC(=O)C2=COCCO2)s1
→ -84, -50, -5, 3, -194, -0.3, -159, 0, 4, -45, -8
38: NS(=O)(=O)c1ccc(CCNC(=S)NC2CCCC2)cc1
→ 2, /, -9, 6, 0, 0.2, 12, -2, -4, 7, 6
39: CCOc1cccc(C(=O)NC(=S)Nc2ccc3c(c2)OCCO3)c1
→ -162, -111, 11, 3, -220, -0.5, -214, -3, -5, -59, -15
40: COC(=O)c1cc(COC(=O)c2ccc3ccccc3n2)oc1C
→ 13, 5, -6, -9, 12, -4.7, -1, 0, 2, -8, -2
41: COc1cc(/C=N/NC(=S)NCCN2CCOCC2)cc(OC)c1O
→ -31, -5, -5, -13, 12, -0.4, 7, 0, 0, -8, -2
42: O=C(CSc1ncn[nH]1)NCc1ccccc1Cl
→ -2, -2, -2, -2, -1, -0.1, -15, 2, -1, 3, -5
43: Cc1ccc(OCCCN2C(=O)C(=O)c3cccc(C)c32)cc1
→ -30, -2, /, 5, -38, 2.7, -37, 0, -7, -10, -18
44: CC(=O)c1ccccc1OCCn1nnc(-c2ccc(C)cc2)n1
→ 5, 1, -4, -1, -14, -0.9, -40, 1, -2, 16, -12
45: Cc1ccc2c(=O)[nH]c(Nc3nc(C)cc(-c4ccccc4)n3)nc2c1
→ 5, 12, -2, 2, -6, -0.2, -18, 2, 6, -12, 10
46: Cc1csc2nc(CNS(=O)(=O)c3ccc4c(c3)OCCO4)cn12
→ 6, 5, -10, /, 0, -0.8, -8, 4, -5, 24, 0
47: O=S(=O)(N1CCCCCC1)N1CCN(S(=O)(=O)N2CCOCC2)CC1
→ 3, 7, -5, 8, 11, 1.6, 0, 1, 3, -3, -5
48: COC(=O)C1=C(C(=O)OC)C(C(=O)OC)C(C(=O)OC)C(C(=O)OC)(C(=O)OC)C(C(=O)OC)=C1C(=O)OC (stereo not drawn)
→ 4, 55, -6, 3, 107*, 3.8, 30, /, 0, 36, -18
49: CCN=C1SC(C(=O)Nc2ccc(OC)cc2)CC(=O)N1CC (stereo not drawn)
→ 18, -3, -5, 0, 3, -0.8, 12, -1, 0, 12, -3
50: CC(C)Sc1nc2c(c(=O)[nH]c(=O)n2C)n1Cc1ccc(Cl)cc1
→ 3, 8, 2, 4, 19, -2.3, 18, -1, 2, 2, 4

Compound profiles, as listed above. Screens in order: NR2E3 ag-1	MITF TRPM1 inh	CaV13 ICDI inh	PDI inh	Peg3 promoter	iPSC survival up	HIF-2a block	NR2E3 ag-2	m5-HT2A agonist	Shn3 3UTR inh	Cardio protect
COC(=O)C1=C(C(=O)OC)C(C(=O)OC)C(C(=O)OC)C(C(=O)OC)(C(=O)OC)C(C(=O)OC)=C1C(=O)OC (stereo not drawn) as listed: 4	55	-6	3	107*	3.8	30	/	0	36	-18
CC(C)Sc1nc2c(c(=O)[nH]c(=O)n2C)n1Cc1ccc(Cl)cc1 as listed: 3	8	2	4	19	-2.3	18	-1	2	2	4
CCN=C1SC(C(=O)Nc2ccc(OC)cc2)CC(=O)N1CC (stereo not drawn) as listed: 18	-3	-5	0	3	-0.8	12	-1	0	12	-3
